# Screens from PubChem.
# Rat MKP-3 inhibitors = inhibition of rat DUSP6 enzyme activity – biochemical, in vitro, primary screen (AID 425); recombinant MKP-3 phosphatase activity, fluorescence; higher % means a stronger effect; inhibition, % at 20 µM; hits with a dose series show IC50 in µM; actives 0.17% (n = 110,000); in the data active = inhibition above about 50%;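 also: plate controls were vehicle for no effect and reference inhibitor for full effect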
# Hsp70 displacement = Hsp70 inhibitors, probe displacement, primary screen, biochemical, fluorescence polarization (AID 583); Hsp70 fluorescence polarization probe displacement, mP; higher % means a stronger effect; displacement, % at 20 µM; hits with a dose series show IC50 in µM; actives 0.06% (n = 140,000); in the data active = displacement above about 50%;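 also: plate controls were vehicle for no effect and reference ligand for full effect; a part of the inactive calls stands beside numbers as strong as those of hits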
# * hit, by the source's call; nt = no result given; & = joins results of further samples.
smiles | Rat MKP-3 inhibitors | Hsp70 displacement
CC(NC(=O)C12CC3CC(CC(C3)C1)C2)C(=O)NCCN(C)C (stereo not drawn) | 0.4% | 9.0%
CCOC(=O)C1=C2SCCN2C(=O)C(C#N)C1(C)C (stereo not drawn) | -4.1% | 8.4%
CCOC(=O)c1cnc2cc(-c3ccc(Br)cc3)[nH]n2c1=O | -4.6% | 4.4%
COc1ccc(-c2cc(=O)n3[nH]c(-c4cccc(C)c4)cc3n2)cc1 | 1.4% | 3.7%
Cn1cccc1C(=O)OCc1csc(-c2ccccc2)n1 | -4.5% | -2.3%
O=C(NCc1cccnc1)C1CC(=O)N(c2ccc(F)cc2)C1 (stereo not drawn) | -9.5% | 3.0%
COC(=O)C1=C(C)NC2=C(C(=O)CC(c3ccc(OC)c(OC)c3)C2)C1c1ccc2c(c1)OCO2 (stereo not drawn) | 3.3% | 0.4%
Cc1nc(NC2=NCN(CC3CCCO3)CN2)nc2ccccc12 (stereo not drawn) | 2.3% | 0.8%
CCn1c(=O)cc(OCC(=O)NCCC(C)C)c2ccccc21 | -3.9% | -1.0%
Cc1cc(C)nc(N(C#N)CC(=O)N(c2ccccc2)C(C)C)n1 | -7.2% | 4.0%
Cc1cc(C)n2c(SC/C(O)=C(\C#N)c3nc4ccccc4[nH]3)nnc2n1 | 9.6% | 1.6%
N#Cc1c(N)sc(=S)c2c1CCCC2 | nt | 8.6%
O=C1C2C3C=CC(CC3)C2C(=O)N1/N=C/c1cc([N+](=O)[O-])cc(Br)c1O (stereo not drawn) | 1.0% | 5.3%
COc1ccc(C(=O)NCc2cccnc2)cc1OC | -13.2% | -4.1%
c1cncc(CN2CCN(Cc3ccc4ccccc4c3)CC2)c1 | 2.1% | -0.4%
CCc1cccc(NC(=O)CC(c2ccccc2)c2ccccc2)c1 | 6.7% | -3.8%
Cc1cccc(-c2noc(Cc3ccccc3)n2)c1 | 0.4% | -3.1%
O=C(Nc1ccc(NC(=O)c2ccc(Cl)cc2Cl)cc1)c1ccccc1F | -0.4% | 1.7%
O=[N+]([O-])c1ccc(/C=N/NS(=O)(=O)c2ccc(Cl)cc2)cc1 | 6.3% | -2.7%
CCNC(=O)CP(=O)(c1ccccc1)c1ccccc1 | 0.3%&1.4% | -1.5%&3.0%
COc1ccc(NC(=O)CC2Nc3cc(C)c(C)cc3NC2=O)cc1 (stereo not drawn) | 8.5% | -2.4%
O=C(CSc1nc2ccccc2s1)NCC(=O)c1ccccc1 | 3.0% | -3.6%
CC1CCCCN1CCn1cnc2c([nH]c3ccccc32)c1=O (stereo not drawn) | -2.6% | 7.2%
Cc1c(C(=O)NCCC2=CCCCC2)oc2ccc(S(=O)(=O)N3CCC4(CC3)OCCO4)cc12 | 0.7% | 1.9%
COc1cc2nc(CN3C(=O)c4ccccc4C3=O)oc(=O)c2cc1OC | -3.2% | -3.1%
COc1ccc(NS(=O)(=O)c2ccc(NC(C)=O)cc2)cc1OC | -5.7% | 1.7%
Cc1cc(C(=O)CNCc2ccco2)c(C)n1-c1ccc(F)cc1 | -1.8% | -5.3%
COCc1nc2ccccc2n1Cc1ccc(Br)cc1 | 9.6% | 3.0%
COc1ccc(S(=O)(=O)N(C)CC(=O)N2CCN(Cc3ccccc3)CC2)cc1C | nt | 1.1%
CN(C)c1ccc(/C=N/NC(=O)c2cc(Br)ccc2O)cc1 | 0.4% | 5.8%
O=C(O)CC12CC3CC(CC(S)(C3)C1)C2 | 1.9% | -6.0%
COC(=O)c1ccccc1NC(=O)c1cnccn1 | 5.5% | 2.7%
CCOC(=O)C1=C(C)NC(=O)NC1c1ccc(OCC(=O)OC)c(OC)c1 (stereo not drawn) | -7.6% | 0.9%
COc1cc(/C=N/O)ccc1OCc1ccc(C(=O)O)cc1 | -3.9% | -0.2%
CCN(CCCNC(=O)CCc1nc(-c2ccc(OC)cc2)no1)c1cccc(C)c1 | 4.9% | nt
CC(=O)c1c(C)[nH]c(C(=O)CSc2nc3ccc(C)cc3[nH]2)c1C | nt | 1.5%
CCOP(=O)(OCC)c1nc(/C=C/c2ccccc2)oc1NCc1ccccc1 | nt | 2.6%
O=C1CCCN1c1ccc(S(=O)(=O)N2CCN(c3ccccn3)CC2)cc1 | 2.0% | 0.5%
OC(CN1CCN(c2ccccc2)CC1)Cn1c2ccccc2c2ccccc21 (stereo not drawn) | nt | -3.9%
O=C(Cc1cccs1)NCc1ccc2c(c1)OCO2 | -5.8% | 5.6%
Cn1ncc2c(Nc3ccc4ccccc4c3)ncnc21 | -0.9% | -2.3%
Cc1ccc(-n2nc3cc(C)c(NC(=O)COc4ccc(C)c(C)c4)cc3n2)cc1 | 1.8% | 4.2%
O=C(CCSc1nc2ccccc2o1)N1CCOCC1 | -5.1% | 1.4%
CC1Cc2ccccc2N1C(=O)c1cnc2n(c1=O)CCS2 (stereo not drawn) | -1.6% | 3.8%
CN1C(=O)/C(=C/c2ccc(-c3ccc(F)cc3)o2)SC1=S | 4.8% | -20.5%
COCCNC(=O)C(=O)NCCc1ccc(OC)cc1 | 1.4% | -3.0%
O=C(Nc1cccc(I)c1)c1ccc(-c2ccccc2)cc1 | -0.8% | 0.0%
Cc1nn(CCC(=O)NNC(=S)Nc2ccc(Cl)cc2)c(C)c1[N+](=O)[O-] | nt | 1.0%
COc1ccccc1/C=C/C1(C(=O)NC2CCCC2)CC(=O)N1c1ccc(C)cc1 (stereo not drawn) | nt | -2.0%
COc1ccc(CN2CCN(Cc3ccco3)CC2)c(OC)c1 | 1.5% | 2.6%

# More results.
smiles | Rat MKP-3 inhibitors | Hsp70 displacement
CCOc1ccc2c(c1)nc(C)n2CC | 1.3% | -2.4%
Cc1ccc(S(=O)(=O)Nc2cc(C(=O)NCCN(C)C)ccc2N2CCCCC2)cc1 | -2.8% | -3.8%
CC12CC3CC(C)(C1)CC(C(=O)CCC(=O)O)(C3)C2 | -4.1% | -1.3%
Cc1ccc(-c2noc(CCC(=O)Nc3ccc(C)cn3)n2)cc1 | 1.2% | -0.7%
Cc1ccccc1CN1CCN(S(=O)(=O)c2ccc(F)cc2)CC1 | -21.0% | 3.3%
COc1cccc(N2C(=O)C3C(C2=O)C2C=CC3C23CC3)c1 (stereo not drawn) | -3.5% | -3.8%
N#C/C(=C\c1c[nH]c2ccccc12)C(=O)Nc1ccc(F)cc1 | -0.1% | 2.4%
O=C1NC(=O)N(c2ccccc2)C(=O)/C1=C\c1cccc(OCc2ccccc2F)c1 | 0.8% | 3.5%
CCOC(=O)C1=C(C)NC(C)=C(C(=O)OCC)C1C(=O)OCC(=O)N1CCCCC1CC (stereo not drawn) | -8.7% | -0.9%
CNCCCc1[nH]nc(N)c1C#N | -8.7% | -0.2%

# Quoted at random: 5 records from the list
smiles | Rat MKP-3 inhibitors | Hsp70 displacement
CN1C(=O)/C(=C/c2ccc(-c3ccc(F)cc3)o2)SC1=S | 4.8% | -20.5%
O=C(NCc1cccnc1)C1CC(=O)N(c2ccc(F)cc2)C1 (stereo not drawn) | -9.5% | 3.0%
CCOC(=O)C1=C(C)NC(=O)NC1c1ccc(OCC(=O)OC)c(OC)c1 (stereo not drawn) | -7.6% | 0.9%
CCOC(=O)C1=C(C)NC(C)=C(C(=O)OCC)C1C(=O)OCC(=O)N1CCCCC1CC (stereo not drawn) | -8.7% | -0.9%
CC(=O)c1c(C)[nH]c(C(=O)CSc2nc3ccc(C)cc3[nH]2)c1C | nt | 1.5%

# More compounds follow:
smiles | Rat MKP-3 inhibitors | Hsp70 displacement
COc1ccc(C(=O)/C=C/c2ccco2)cc1OC | -0.3% | 2.5%
COC(=O)c1cccc(N2C(=O)c3ccc(Oc4ccc([N+](=O)[O-])cc4)cc3C2=O)c1 | -3.6% | -0.5%
CC(=O)N1c2ccccc2C(=O)C1N1CCCCC1 (stereo not drawn) | -12.4% | 8.4%
Cc1nc(CSc2nnc(C)s2)cs1 | -3.7% | nt
CC(C)C1C(C#N)=C(N)Oc2n[nH]c(-c3cccs3)c21 (stereo not drawn) | -12.6% | 1.3%
O=C(N/N=C/c1ccc(Br)cc1)C1CC(=O)N(c2ccc(Cl)cc2)C1 (stereo not drawn) | 2.0% | 1.8%
COc1ccc(N2CCN(S(=O)(=O)c3cccc4cccnc34)CC2)cc1 | -8.2% | -1.8%
CCC(=O)Nc1ccc(-c2nc3ncccc3o2)cc1 | 3.1% | -2.1%
CCCOc1ccc(CC(=O)NCc2ccco2)cc1OC | 9.0% | 5.9%
COc1ccc(CN(C)CC(=O)c2c(N)n(Cc3ccccc3)c(=O)n(C)c2=O)c(OC)c1 | -5.1% | 1.7%
O=C1NC(=S)S/C1=C/c1cccc(OCc2ccccc2)c1 | 0.3% | 0.7%
COc1cc(C2NC(=S)NC(C)=C2C(=O)Nc2ccccc2)cc(OC)c1OC (stereo not drawn) | -0.1% | -3.6%
NS(=O)(=O)c1ccc(-c2ccc(/C=C3/SC(=S)N(C4CCCCC4)C3=O)o2)cc1 | 3.3% | -5.8%
Clc1c(-c2nnc3n2CCCCC3)sc2ccccc12 | 0.3% | -5.0%
O=C(CSC1=NCCS1)n1c2c(c3ccccc31)CCCC2 | 5.2% | -2.1%
O=C(Nc1ccccc1)c1cccnc1Nc1ccccc1 | 1.1% | 2.4%
CCOC(=O)c1cc2c(n(-c3ccccc3)c1=O)CCCC2=O | 0.3% | 6.7%
CC(=O)c1ccc(NC(=O)CCc2c(C)nc3ncnn3c2C)cc1 | -3.1% | 0.2%
COCCCn1c(SCC(=O)Nc2ccc(C(C)=O)cc2)nc2ccccc2c1=O | -2.7% | 1.5%
COc1cc(Cl)ccc1NC(=O)c1c(O)c2ccccc2n(CC(C)C)c1=O | -0.5% | -2.3%
Cc1c(C(=O)OCc2ccccc2)nnn1-c1nonc1N | -0.1% | -2.9%
COC(=O)c1ccc(-c2sc3nc(N4CCOCC4)c4c(c3c2N)CCCC4)o1 | -0.1% | -33.9%
Cc1cc(C)n(S(=O)(=O)c2ccc(F)cc2)n1 | -1.6% | 1.2%
C=CCN1C(=O)/C(=C\C(Br)=C\c2ccccc2)SC1=S | 0.5% | -3.3%
O=c1[nH]c(=O)n(C2CCCCCC2)c(O)c1C=NCc1ccc(F)cc1 | 1.4% | 2.4%
CN1C(=O)/C(=C2\SC(=S)N(CC(=O)O)C2=O)c2ccccc21 | 2.0% | 2.2%
Cc1ccc(SCc2[nH]nc3c2C2(C(=O)Nc4ccc(F)cc42)C(C#N)=C(N)O3)cc1 (stereo not drawn) | nt | 7.2%
Cc1cc(C(F)(F)F)nn1CC(=O)Nc1cccnc1 | -4.9% | -3.9%
CC(C)OCCCNC(=O)Cn1nc(-c2ccccc2)ccc1=O | -1.6% | -0.4%
COc1cc(SC)ccc1C(=O)N1CCc2ccccc21 | -1.5% | -0.1%
CCSc1nnc(NC(=O)c2ccccc2)s1 | 3.0% | -1.3%
CC(=O)c1ccc(NC(=O)Nc2ccccc2)cc1 | nt | -0.7%
COc1ccc(CCNC(=O)C(C)OC(=O)c2ccco2)cc1OC (stereo not drawn) | 1.1% | 4.5%
CCn1c(SCC(=O)NCC2CCCO2)nnc1-c1ccccc1 (stereo not drawn) | nt | 1.4%
Cc1nc2c(CN3CCCCC3)c(O)ccc2[nH]1 | 0.9% | -2.5%
CCOc1ccc(C(NC(C)=O)c2ccc(OC)cc2)cc1 (stereo not drawn) | 1.9% | -1.8%
CCCCNC(=O)c1cn(C)c2ccc(S(=O)(=O)N3CCOCC3)cc2c1=O | 4.1% | 0.9%
COCC(=O)NC(C)c1nc2ccccc2[nH]1 (stereo not drawn) | 3.9% | -3.0%
O=C1CC(c2ccccc2)CC(O)=C1C=NC1CCCCC1 (stereo not drawn) | 2.3% | 2.8%
COc1ccc(OC)c(-c2nc(-c3ccccc3)c(-c3cccs3)[nH]2)c1 | 0.0% | -1.3%
COc1ccc(NC(=O)CN(c2ccc(C)c(Cl)c2)S(C)(=O)=O)cc1 | 2.1% | -0.6%
CSc1nc(C)c(CC(=O)c2ccc(Br)cc2)c(C)c1C#N | 2.5% | 0.4%
O=C(CSc1ccc(Cl)cc1)NCC1CCCO1 (stereo not drawn) | nt | -2.3%
CN1CCN(C(=O)c2cc3nc(-c4ccccc4)cc(C(F)(F)F)n3n2)CC1 | -8.3%&-0.1% | 2.2%&-0.4%
CCOC(=O)c1c(N)n(CCOC(=O)c2cccs2)c2nc3ccccc3nc12 | 2.2% | -0.6%
COc1cc(OC)cc(C(=O)N2CCCc3ccccc32)c1 | -1.8% | 9.9%
CCCCNC(=O)c1cc(-c2ccc(F)cc2)on1 | 0.0% | -3.9%
Cc1nc2ccc(S(=O)(=O)NCC(=O)N3CCc4ccccc4C3)cc2s1 | -7.8% | 4.6%
COCCCNC(=O)c1c(N)n(/N=C/c2ccccn2)c2nc3ccccc3nc12 | -0.6% | -0.2%
CCC(C)NC(=O)c1cnc2n(c1=O)CCS2 (stereo not drawn) | 1.0% | -0.7%

# Additional compounds:
smiles | Rat MKP-3 inhibitors | Hsp70 displacement
COc1ccc(N(CC(=O)Nc2ccc(Cc3ccncc3)cc2)S(=O)(=O)c2ccccc2)cc1 | 2.3% | 3.2%
CN(C)c1ccc(/C=C/C(=O)c2ccc(Cl)cc2)cc1 | 3.1% | -35.7%
CCCNC(=O)N[C@@H](CCSC)C(=O)OC | nt | -3.6%
COc1ccc(C2(CNC(=S)Nc3ccccc3)CCCC2)cc1 | 3.5% | -3.1%
COc1cccc(/C=N/NC(=O)CC#N)c1 | -2.0% | -1.4%
O=C(O)C(Cc1ccccc1)N1C(=O)/C(=C/c2ccc(Cl)cc2Cl)SC1=S (stereo not drawn) | 0.3% | -2.2%
COc1ccc(NC(=O)C(F)(OC)C(F)(F)F)c(OC)c1 (stereo not drawn) | 2.9% | -3.0%
Nc1nnc(CCOc2ccc(Cl)cc2)s1 | nt | 10.6%
COCCN(CC(=O)Nc1cccc(C)c1)S(=O)(=O)c1ccc(S(=O)(=O)N2CCCC2)cc1 | -1.0% | -6.0%

# The list is partial; rates above refer to the full screens.
